GSK3A inh = blockers of GSK3A enzyme activity – biochemical, luminescence, cell-free homogeneous, HTS, primary screen; Glycogen synthase kinase-3 alpha (Homo sapiens), P49840; GSK-3 alpha kinase, ADP-Glo luminescence, 60 min; inhibition, % at 10 µM; 320,000 compounds, 0.1% hits; AID 2650, 2010;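 in the data active = inhibition above about 50%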;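 also: GST-tagged GSK-3 alpha with peptide substrate and 25 µM ATP; 0% = DMSO neutral wells and 100% = GW8510 positive control wells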
Target sequence (P49840 whole entry, looked up): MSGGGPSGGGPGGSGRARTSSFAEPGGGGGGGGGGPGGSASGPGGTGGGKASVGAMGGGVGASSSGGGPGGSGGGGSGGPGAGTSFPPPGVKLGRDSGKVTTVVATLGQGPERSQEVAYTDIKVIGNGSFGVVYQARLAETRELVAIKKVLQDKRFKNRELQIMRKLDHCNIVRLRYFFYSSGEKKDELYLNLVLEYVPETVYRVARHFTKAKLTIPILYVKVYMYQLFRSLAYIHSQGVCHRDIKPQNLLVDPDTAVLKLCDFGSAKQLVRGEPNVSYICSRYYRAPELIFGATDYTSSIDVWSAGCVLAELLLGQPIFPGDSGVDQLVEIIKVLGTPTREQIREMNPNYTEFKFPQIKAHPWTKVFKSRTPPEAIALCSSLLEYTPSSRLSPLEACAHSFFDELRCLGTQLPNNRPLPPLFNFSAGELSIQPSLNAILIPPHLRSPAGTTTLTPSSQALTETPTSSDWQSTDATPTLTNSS
PolyA inh = polyadenylation inhibitors in yeast reporter cells, primary screen, luminescence, S. cerevisiae; 300,000 compounds, 0.02% hits; calls only at 12 µM; S. cerevisiae SKY197-pL101 polyadenylation reporter, beta-gal luminescence; efflux-impaired pdr1/pdr3 knockout yeast; score 100 = 6 SD above DMSO;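 active = lowest replicate activity score at least 50, where 100 means six control SD above control mean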;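 also: yeast exposed to compound for 9 h at 30 °C; higher score means more reporter readthrough which indicates perturbed polyadenylation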
HSF1 inh = HSF1 inhibitors in luciferase reporter cells, primary screen, cell-based, NIH3T3, luminescence; NIH3T3-HGL HSE-luciferase, MG132-induced, luminescence 8 h; active compounds read low; activity change, negative = inhibition, % at 7.5 µM (by protocol); 300,000 compounds, 0.77% hits; AID 2098, 2009;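 active = more than half of replicate wells show activity change below -50%, luminescence cut by over half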;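 also: luciferase reports HSF-1 transcriptional activity via heat shock element; 0% = median of DMSO wells and -100% = zero luminescence signal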
aSyn UTR inh = MLPCN primary screen, SNCA 5' untranslated region. alpha-synuclein 5'UTR reporter, inhibitor activity. inhibition, % (tested at 7.5 µM). 300,000 compounds, 0.82% hits; in the data active = inhibition above about 60%;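 also: H4 neuroglioblastoma cells stably carrying SNCA 5'UTR luciferase fusion; 0% = DMSO wells and 100% = positive control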
GSK3beta inhib = human GSK3beta kinase inhibitors, primary screen, biochemical, cell-free homogeneous, HTS. Glycogen synthase kinase-3 beta (Homo sapiens), P49841. GST-GSK3beta kinase, ADP-Glo luminescence, 60 min; active compounds read low. activity score (negative = inhibition), % at 10 µM. 300,000 compounds, 0.038% hits;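 active = more than half of replicate wells score below -50%, meaning over 50% inhibition versus plate controls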;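 also: 0% = median DMSO wells and -100% = median GW8510 positive control wells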
Target sequence (P49841 whole entry, looked up): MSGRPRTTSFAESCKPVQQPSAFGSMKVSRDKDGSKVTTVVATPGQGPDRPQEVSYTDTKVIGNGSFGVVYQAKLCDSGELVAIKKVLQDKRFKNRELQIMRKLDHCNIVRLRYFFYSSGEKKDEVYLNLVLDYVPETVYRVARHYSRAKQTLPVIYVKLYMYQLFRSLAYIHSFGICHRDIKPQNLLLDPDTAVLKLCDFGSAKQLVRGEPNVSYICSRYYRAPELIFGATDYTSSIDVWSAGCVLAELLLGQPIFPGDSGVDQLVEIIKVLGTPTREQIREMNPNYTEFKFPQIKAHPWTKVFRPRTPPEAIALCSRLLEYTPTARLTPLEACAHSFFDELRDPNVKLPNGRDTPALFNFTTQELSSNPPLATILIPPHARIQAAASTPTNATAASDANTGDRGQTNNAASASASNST
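test system = GST-tagged human GSK3beta kinase, cell-free | reagent = 25 µM ATP with peptide substrate | dosing = one dose of 10 µM per compound | schedule = 60 min reaction, RT | detection = luminescent ADP-Glo measurement of ADP formed | control set = DMSO neutral wells and GW8510 at 20 µM as positive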
HSF1 activator = HSF-1 activators, primary screen, NIH3T3-HGL cells, MG132 stress, luminescence, single point; activation, % at 9 µM; 300,000 compounds, 1.7% hits; NIH3T3-HGL HSF-1 luciferase reporter, 8 h; 100% = twice DMSO control signal;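 active = mean replicate activation of at least 50% with a set share of replicates each reaching 50%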;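 also: 0% = median of the neutral control wells and 100% = twice that signal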
IEC-6 cytotox = cytotoxicity in IEC-6 intestinal epithelial cells, primary screen, cytotoxicity control for KLF5 inhibitor project, cell-based, luminescence; 290,000 compounds, 0.78% hits; inhibition, % at 5 µM; IEC-6 cytotoxicity, luminescence viability; in the data active = inhibition above about 22%;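 also: 0% = plate median of test compound wells and 100% = cytotoxic reference compound wells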
AI-2 QS mod = Vibrio harveyi AI-2 quorum sensing modulators, primary screen, JMH597 strain, luminescence/OD600 ratio; Vibrio harveyi JMH597 AI-2 luminescence/OD600 ratio, 9 h; active compounds read low; strain lacks LuxN and CqsS sensors; 0 = neutral-control median; 300,000 compounds, 0.4% hits; activity change, % at 7.5 µM; AID 2094, 2009; in the data active = activity change below about -75%, passing the limit was not always enough;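 also: luminescence divided by OD600 gain over 9 h not by final OD600 alone; inactives centre near 13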
KLF5 inh = KLF5 expression inhibitors, primary screen, DLD-1 cells, luminescence; DLD-1 KLF5 promoter-luciferase reporter; inhibition, % at 5 µM; 290,000 compounds, 0.23% hits;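 active = inhibition above a per-plate limit of that plate's mean compound inhibition plus 3 SD, cut at about 60% in these data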;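 also: 0% = DMSO wells and 100% = LY294002 at 200 µM; higher means less KLF5 promoter-driven luciferase light; inactives centre near -14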
HSP90 refold inh = HSP90 inhibitors, primary screen, cell lysate, luminescence; Heat shock protein HSP 90 (rabbit reticulocyte lysate; luciferase refolding); Rabbit reticulocyte lysate, luciferase refolding luminescence, 3 h; inhibition, % at 5.6 µM; 290,000 compounds, 0.91% hits; AID 1789, 2009;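 active = inhibition above the screen-wide mean plus 3 SD, computed separately per campaign, cut at about 16% in these data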;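 also: 0% = DMSO wells and 100% = 60 µM geldanamycin wells; inhibitors lower the luminescence because luciferase stays unfolded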
Numbers without * were called inactive; i = inactive; . = not tested or not shown. An excerpt; the hit share may differ from the screen's.

1) Nc1nc(C(=O)N2CCOCC2)nn1S(=O)(=O)c1ccc(Cl)cc1
2) CC(C)c1ccc(NC2CCCN(C(=O)CN3CCOC3=O)C2)cc1 (stereo unspecified)
3) Cc1ccccc1NC(=S)/C(=C(\[O-])c1ccc(C)c([N+](=O)[O-])c1)[n+]1ccccc1
4) CS(=O)(=O)NCCC1=CCCCC1
5) O=[N+]([O-])c1cccc(-c2nnc(SCc3cccnc3)o2)c1
6) CCn1c(SCC(=O)OCc2ccccc2)nnc1-c1ccco1
7) COc1ccc(N2C(=O)CSC2c2cccc(F)c2)c(OC)c1 (stereo unspecified)
8) COc1cccc(CN2CCN(C(=O)C3CCC(=O)N(C4CCCC4)C3)CC2)c1 (stereo unspecified)
assay / entry,1,2,3,4,5,6,7,8
GSK3A inh,-3,0,1,-2,0,4,6,-4
PolyA inh,i,i,i,i,i,i,i,i
HSF1 inh,-1,-5,4,-13,-2,-2,0,-1
aSyn UTR inh,1,4,-16,-8,-62,2,-3,3
GSK3beta inhib,-3,1,3,-1,0,1,1,1
HSF1 activator,15,8,1,0,-11,-4,-5,-25
IEC-6 cytotox,-2,0,0,3,-3,-1,2,5
AI-2 QS mod,16,53,1,34,2,10,3,-14
KLF5 inh,-11,-8,-17,-13,-36,-13,-10,-20
HSP90 refold inh,2,0,-2,1,-1,-1,2,1

9) c1coc(C2=NCCc3ccccc32)c1
10) CCOc1ccc(C(=O)NCC(=O)OCc2c(F)cccc2Cl)cc1OCC
11) Cc1cc([N+](=O)[O-])c(N2CCC[C@@H]2C(=O)O)c([N+](=O)[O-])c1
12) Cc1cc(OCC(=O)N2CCC[C@@H]2C(=O)O)c2c(C)c(C)c(=O)oc2c1
13) COc1ccc(N2CCN(c3ccnc4cc(Cl)ccc34)CC2)cc1
14) O=C(NCC(c1cccs1)N1CCOCC1)c1cc2ccccc2o1 (stereo unspecified)
15) CCn1c(=O)cc(N2CCN(C(=O)c3ccco3)CC2)[nH]c1=O
16) c1nc(Nc2ccc(N3CCOCC3)cc2)c2ccsc2n1
assay / entry,9,10,11,12,13,14,15,16
GSK3A inh,-3,1,-1,4,3,3,-1,0
PolyA inh,i,i,i,i,i,i,i,i
HSF1 inh,-7,-8,-14,-1,-4,5,3,6
aSyn UTR inh,-2,16,5,16,16,-11,-10,-63
GSK3beta inhib,-1,4,-6,3,0,0,-2,-1
HSF1 activator,5,-11,-18,-6,-12,20,2,8
IEC-6 cytotox,4,6,0,0,2,3,0,-6
AI-2 QS mod,-1,21,5,7,1,11,1,24
KLF5 inh,-50,-20,6,-22,-4,-3,22,-117
HSP90 refold inh,1,4,2,-1,1,0,2,1

17) O=C(NCCCN1CCN(c2cccc(Cl)c2)CC1)c1ccc(N2CCCC2=O)cc1
18) CC(Sc1ccccc1)C(=O)N1CCN(S(=O)(=O)c2ccccc2)CC1 (stereo unspecified)
19) CCCN1CCN(C(=O)c2cc(COc3ccc(F)c(F)c3)on2)CC1
20) CCCCCCc1c(O)nc(SCCN2CCOCC2)[nH]c1=O
21) CN1CCC(=O)N([C@H](CO)c2ccccc2)CC1
22) COc1ccc(NC(=O)/C=C/c2cc(Br)ccc2OC)cc1
23) Cc1cc(/C([O-])=C(/C(=S)Nc2ccc(F)cc2)[n+]2ccccc2)c(C)n1Cc1ccccc1Cl
24) CN(C)S(=O)(=O)c1ccc(C(=O)Nc2cc(S(=O)(=O)Nc3ccccc3Cl)ccc2N2CCCCC2)cc1
assay / entry,17,18,19,20,21,22,23,24
GSK3A inh,1,2,-1,-3,-3,-1,0,-1
PolyA inh,i,i,i,i,i,i,i,i
HSF1 inh,-3,4,5,0,-7,5,-8,-36
aSyn UTR inh,10,8,-74,-3,0,-18,-36,28
GSK3beta inhib,-16,1,-3,-1,2,1,3,-3
HSF1 activator,6,-14,-6,33,-9,2,-14,-43
IEC-6 cytotox,-5,4,-5,0,-8,6,-9,-2
AI-2 QS mod,8,10,14,21,13,8,22,4
KLF5 inh,-20,-3,-11,-44,-23,-17,-16,5
HSP90 refold inh,-6,0,-2,3,-3,3,-2,3

25) CC(C)(C)OC(=O)N1CCC(c2c(C(=O)O)cnn2-c2ccc(Cl)cc2)CC1
26) O=C(Nc1cccc2ccccc12)OCc1cncs1
27) CC(=O)c1ccc(Nc2c3c(c(C#N)c4nc5ccccc5n24)CCC3)cc1
28) CCOc1ccc(-n2c(SCc3ccc([N+](=O)[O-])cc3)nnc2-c2ccc(OC)cc2)cc1
29) CNC(=O)N(O)C1N(/N=C/c2ccc(SC)cc2)C(=S)SC1(C)C (stereo unspecified)
30) CCCCOCCCNC(=O)N[C@H](C(=O)O)C(C)CC (stereo partly specified)
31) CC(C)c1cc(C(=O)N2CCCC(CCC(=O)N3CCN(c4ccccn4)CC3)C2)no1 (stereo unspecified)
32) Cc1[nH]nc2c1C(c1ccc(Cl)cc1)C(C#N)=C(N)O2 (stereo unspecified)
assay / entry,25,26,27,28,29,30,31,32
GSK3A inh,0,-1,-1,-1,-1,.,0,5
PolyA inh,i,i,i,i,.,i,i,i
HSF1 inh,-3,21,14,6,4,-1,5,4
aSyn UTR inh,-31,-62,0,31,18,4,-7,-6
GSK3beta inhib,-2,0,-1,3,4,0,5,-2
HSF1 activator,12,38,29,15,-7,0,-6,9
IEC-6 cytotox,-2,8,-10,-3,-2,2,6,-4
AI-2 QS mod,26,11,13,35,21,11,13,4
KLF5 inh,-14,-4,-17,-8,-10,-23,3,-13
HSP90 refold inh,0,3,1,0,-4,9,-3,2

33) CCCNC(=O)Cn1cnc2sc(C(=O)NCCCN3CCOCC3)c(C)c2c1=O
34) COc1ccc(-n2cc(CN(C)C(C)c3ccncn3)c(-c3cccc(F)c3)n2)cc1 (stereo unspecified)
35) CC(=O)Nc1ccc(C(=O)Nc2cccc(-c3cnc4ccccc4n3)c2)cc1
36) COc1ccc(-c2csc(/C(C#N)=C\c3ccc(O)c([N+](=O)[O-])c3)n2)cc1OC
37) O=C(O)c1ccc(N2C(=O)CCCC2=O)cc1
38) CC(C)(C)Sc1ccc([N+](=O)[O-])cc1C(=O)Nc1ccncc1
39) O=C(COc1ccccc1C(=O)NCC1CCCO1)Nc1ccc(Cl)cc1Cl (stereo unspecified)
40) COc1ccc(OC)c(C(C)NC(=O)C23CC4CC(CC(C4)C2)C3)c1 (stereo unspecified)
assay / entry,33,34,35,36,37,38,39,40
GSK3A inh,-1,-4,.,6,-5,1,0,.
PolyA inh,i,i,i,i,i,i,i,i
HSF1 inh,-6,9,-12,-4,-10,-7,7,-5
aSyn UTR inh,15,18,-5,-5,-8,-10,-20,17
GSK3beta inhib,3,0,5,-1,-2,2,4,-4
HSF1 activator,-9,9,-13,-2,-18,-10,6,3
IEC-6 cytotox,1,-2,1,-4,-8,4,3,-3
AI-2 QS mod,11,18,14,16,9,8,28,2
KLF5 inh,6,7,-6,-8,-11,-16,-24,-30
HSP90 refold inh,-3,-4,-1,0,1,5,-1,-2

Grouped by structure, those above containing a thiophene ring, fused or not
14) O=C(NCC(c1cccs1)N1CCOCC1)c1cc2ccccc2o1 (stereo unspecified)
16) c1nc(Nc2ccc(N3CCOCC3)cc2)c2ccsc2n1
33) CCCNC(=O)Cn1cnc2sc(C(=O)NCCCN3CCOCC3)c(C)c2c1=O
assay / entry,14,16,33
GSK3A inh,3,0,-1
PolyA inh,i,i,i
HSF1 inh,5,6,-6
aSyn UTR inh,-11,-63,15
GSK3beta inhib,0,-1,3
HSF1 activator,20,8,-9
IEC-6 cytotox,3,-6,1
AI-2 QS mod,11,24,11
KLF5 inh,-3,-117,6
HSP90 refold inh,0,1,-3

(listing goes on)
41) CN(CCc1ccccn1)C(=O)CCC1CCCN(C(=O)c2cccc(N(C)C)c2)C1 (stereo unspecified)
42) O=C(Oc1cccc2c(OC(=O)N3CCCC3)cccc12)N1CCCC1
43) COC(=O)C1=C(N)Oc2cc(C)n(Cc3ccco3)c(=O)c2C1c1cccc(Cl)c1 (stereo unspecified)
44) Cc1cc(C(=O)CSc2n[nH]c(N)n2)c(C)n1-c1ccc(F)cc1
45) Oc1cccc(/C=N/Nc2cc(N3CCOCC3)nc(N3CCOCC3)n2)c1
46) COc1ccc2[nH]cc(S(=O)(=O)c3ccc(C(C)C)cc3)c(=O)c2c1
47) O=C(Cn1ccc2ccccc2c1=O)NCC1COc2ccccc2O1 (stereo unspecified)
48) O=C(CNC(=O)Cc1ccccc1)N=Nc1c(O)[nH]c2ccc(Br)cc12
assay / entry,41,42,43,44,45,46,47,48
GSK3A inh,-4,-2,.,-1,2,-5,0,-1
PolyA inh,i,i,i,i,i,i,i,i
HSF1 inh,-3,9,13,18,-12,-1,-1,-5
aSyn UTR inh,-8,0,-3,-83,17,-2,9,8
GSK3beta inhib,-22,-2,1,2,0,1,1,4
HSF1 activator,6,-5,15,21,-13,6,8,2
IEC-6 cytotox,-4,-2,-6,6,5,-2,2,-6
AI-2 QS mod,-1,10,21,13,7,2,28,-2
KLF5 inh,-38,-18,-6,-31,-36,-2,-6,-6
HSP90 refold inh,-6,-2,4,-3,6,0,-1,-1

49) O=C(Cc1cccs1)Nc1ccc(S(=O)(=O)N2CCCCC2)cc1
50) C/C(CC1CC(C)(C)OC1=O)=N\NC(N)=S (stereo unspecified)
51) C/C(=N\NC(=O)c1ccncc1)c1cc2ccccc2o1
52) Cc1ccc2ccccc2c1NC(=O)Cn1nnc(-c2cccnc2)n1
53) COC(=O)c1c(NC(=O)/C=C/c2ccco2)sc2c1CCC2
assay / entry,49,50,51,52,53
GSK3A inh,0,1,3,-3,0
PolyA inh,.,i,i,i,i
HSF1 inh,.,2,0,-1,5
aSyn UTR inh,.,-12,-7,3,-143
GSK3beta inhib,.,-2,-1,1,0
HSF1 activator,.,0,5,3,34
IEC-6 cytotox,-3,-3,-10,-2,-4
AI-2 QS mod,.,18,5,-4,49
KLF5 inh,6,-37,2,-10,-3
HSP90 refold inh,2,2,0,8,-2

Along the list, as entered above.
HSP90 refold inh, compounds 28 to 38, in order: 0, -4, 9, -3, 2, -3, -4, -1, 0, 1, 5

Profiles, looked up by structure. Order of screens: GSK3A inh | PolyA inh | HSF1 inh | aSyn UTR inh | GSK3beta inhib | HSF1 activator | IEC-6 cytotox | AI-2 QS mod | KLF5 inh | HSP90 refold inh
Results for CCCCOCCCNC(=O)N[C@H](C(=O)O)C(C)CC (stereo partly specified) : . | i | -1 | 4 | 0 | 0 | 2 | 11 | -23 | 9
Results for COc1cccc(CN2CCN(C(=O)C3CCC(=O)N(C4CCCC4)C3)CC2)c1 (stereo unspecified) : -4 | i | -1 | 3 | 1 | -25 | 5 | -14 | -20 | 1

Source: PubChem BioAssay
